High-throughput results: PubChem BioAssay, NCI
NCI-60 one-dose screen, 48 h, at 10 µM unless noted. Numbers give growth in % (100 = growth as untreated, 0 = no growth, -100 = all killed).
HCC-2998: HCC-2998 colon cancer; 79,000 tested, 4.7% active
KM12: KM12 colon cancer cells. 82,000 tested, 5% active
SF-295: SF-295 CNS cancer cells. 79,000 tested, 5.6% active. AID 1794758
SNB-75: SNB-75 CNS cancer; 79,000 tested, 5% active; AID 1794750
SW-620: SW-620 colon cancer; 82,000 tested, 5.2% active
SF-539: SF-539 CNS cancer. 81,000 tested, 6.8% active
HCT-15: HCT-15 colon cancer; 82,000 tested, 5.2% active
SNB-19: SNB-19 CNS cancer cells; 81,000 tested, 2.5% active; AID 1794751
HCT-116: HCT-116 colon cancer. 82,000 tested, 7.3% active
The depositor's hits bear a star; / = not tested or not shown; & = joins results of further samples; [ ] = dose if it differs, or a comment. Rule for the calls: active = growth percent below 10; inactive = the rest.

SMILES	HCC-2998	KM12	SF-295	SNB-75	SW-620	SF-539	HCT-15	SNB-19	HCT-116
O=C1Nc2ccccc2/C1=N/N1C(=O)CNC1=O	92	85	94	79	74	93	81	91	84
Nc1ncc(-c2ccc3ncnc(N4CCc5ccc(Cl)cc54)c3c2)cn1	5.9*	6.9*	-7.6*	-12*	0.1*	-69*	7.2*	14	-31*
CCC(C(N)=O)N1C(=O)C2C3CCC(C3)C2C1=O (stereo not given)	104	101	112	85	106	101	101	95	100
N=c1n(Cc2ccccc2)c(N)cc(=O)n1Cc1ccccc1	67	39	/	37	21	12	46	53	8.1*
O=C1CN(CN2CCCCC2)C(=O)CN1CN1CCCCC1	98	109	114	89	107	106	95	106	92
CC(NC(N)=S)c1ccccc1 (stereo not given)	/	104	101	95	99	96	104	102	107
CC1CCN(CC(=O)Nn2c(COc3ccccc3)nc3ccccc3c2=O)CC1	90	45	97	73	57	89	56	86	82
Brc1ccc2[nH]cc(-c3nn4cc(-c5cccnc5)nc4s3)c2c1	86	59	58	73	84	84	55	52	44
S=c1[nH]nc2sc3ccccc3n12	109	115	/	82	105	106	100	106	102
O=C(CCCCCNC1=CC(=O)c2ccccc2C1=O)NCCC[Se]c1ccccc1	115	106	116	96	112	109	92	101	91
Cc1ccccc1-c1ccccc1	95	101	97	89	103	99	101	105	103
CCCCCN1C=C/C(=C\C(=O)N(C)c2ccccc2OC(F)(F)F)c2ccccc21	103	100	95	99	98	104	104	101	83
COc1cc(OC)c(N=Cc2ccc3c(c2)OCO3)cc1Cl	106	108	106	97	100	108	116	105	102
CCCCCCCCCCCC[n+]1ccccc1 (tested in a mixture with another compound)	-48*	-96*	-35*	-46*	0.8*	-11*	39	-10*	-9.1*
Nc1cc(S(=O)(=O)O)ccc1O	124	133	108	79	100	105	118	105	101
Oc1ccccc1/C=C/c1nc2ccccc2n2c(=S)[nH]nc12	112	102	127	93	103	105	103	95	106
CCCSc1nc(Nc2ccc(C(C)=O)cc2)c(C#N)c(-c2ccccc2)n1	113	111	110	132	113	96	101	107	107
Oc1ccc(N=Nc2ccccc2)c(O)c1	105	100	102	110	109	104	102	112	96
COc1ccc(/C(C)=N/N=C2C(=O)Nc3ccc(Cl)cc32)cc1S(N)(=O)=O	112	100	91	92	93	84	96	/	83
NC(=S)N/N=C/c1ccc(Cl)s1	111	101	103	108	105	100	101	101	93
Cc1cc(N=C2C=CC(=O)C=C2)ccc1O	111	111	124	74	107	103	107	98	103
Cn1c(-c2ccc(Br)cc2)cc(=O)c2ccccc21	104	101	99	101	101	104	101	94	104
COc1ccc(/C=C/c2nc(NCCCN(C)C)c3ccccc3n2)cc1	28	32	66	43	4.6*	48	87	100	38
CCOC(=O)C1=C(C)N=C2Sc3ccccc3N2C1c1ccccn1 (stereo not given)	105	96	103	83	102	108	106	99	84
O=C(OC(CC(F)F)c1ccc2ccccc2c1)c1ccccn1 (stereo not given)	111	104	107	82	103	102	108	98	106
CN(N=O)c1ccc(/C=C/c2ccccc2)cc1	99	86	97	105	112	103	90	107	95
COC(=O)c1c(C(=O)OC)c2ccc3c4cccnc4ccc3n2c1C(=O)c1ccc(Cl)cc1	89	103	91	95	98	96	100	101	97
N#CCS(=O)(=O)CC#N	107	107	104	91	102	106	109	110	109
COC(=O)c1ccc2c(c1)C(=O)N(c1cccc(S(N)(=O)=O)c1)C2=O	100	94	107	85	97	100	99	103	98
C(=N/N=C1c2ccccc2-c2ccccc21)/c1c[nH]c2ccccc12	69	51	88	74	87	84	56	88	95
CN(C)CC(=O)NNc1ncnc2ccccc12	113	103	103	95	103	105	106	102	102
O=C1Nc2ccc(Cl)cc2/C1=c1/sc2nc3ccccc3n2c1=O	98	92	83	74	69	95	92	101	94
BrC(Br)(Br)c1cnc2ccccc2n1	44	43	74	102	-65*	27	32	68	-40*
Cn1nccc1N	106	99	107	102	109	94	107	111	111
CN1CCN=C1c1ccc(NC(=O)c2ccc(C(=O)Nc3ccc(C4=NCCN4C)cc3)c(N)c2)cc1	116	104	94	92	101	102	113	106	101
CC1(C)S[C@@H]2[C@H](NC(=O)[C@H](N)c3ccccc3)C(=O)N2[C@H]1C(=O)O	108	/	104	88	109	105	102	111	108
O=S(=O)(Nc1cccnc1Oc1ccccc1)c1ccc(Cl)cc1Cl	103	103	98	100	108	97	103	113	100
CCOC(=O)c1c(SC)nn(-c2cc(=O)[nH]c3ccc(Br)cc23)c1N	102	99	107	94	94	102	106	101	89
Cc1ccc(C2=NN3C(C2)c2cc(Cl)ccc2OC3c2ccc(Cl)cc2Cl)o1 (stereo not given)	100	97	100	86	99	90	98	94	100
CCOC(=O)c1ccc(NC(=O)C2(N3C(=O)c4ccccc4C3=O)CCCC2)cc1	108	111	127	88	99	103	104	101	95
CC(C)NC1(C#N)CCN(Cc2ccccc2)CC1	100	109	92	82	109	98	102	98	91
C[C@@]12c3cc4c(cc3CCN1C(=O)O[C@H]2c1ccccc1Br)OCO4	92	95	95	83	95	107	100	86	97
NC1=NC2OC(CO)C(O)C2O1 (stereo not given)	103&100	98&108	97&103	94&100	107&111	105&109	117&106	101&111	103&112
CC1=NN(C(=O)c2ccc(NC(=O)c3ccccn3)cc2)C(=O)C1	110	110	100	89	104	100	98	91	103
CCCCCCCCCC1=NC(C)(C)CN1C(C)C	92	122	124	80	91	97	89	89	78

Single records, as listed above.
`NC(=S)N/N=C/c1ccc(Cl)s1` as listed: HCC-2998: 111; KM12: 101; SF-295: 103; SNB-75: 108; SW-620: 105; SF-539: 100; HCT-15: 101; SNB-19: 101; HCT-116: 93
`COC(=O)c1ccc2c(c1)C(=O)N(c1cccc(S(N)(=O)=O)c1)C2=O` as listed: HCC-2998: 100; KM12: 94; SF-295: 107; SNB-75: 85; SW-620: 97; SF-539: 100; HCT-15: 99; SNB-19: 103; HCT-116: 98
`CC1(C)S[C@@H]2[C@H](NC(=O)[C@H](N)c3ccccc3)C(=O)N2[C@H]1C(=O)O` as listed: HCC-2998: 108; KM12: /; SF-295: 104; SNB-75: 88; SW-620: 109; SF-539: 105; HCT-15: 102; SNB-19: 111; HCT-116: 108

Carrying on:
SMILES	HCC-2998	KM12	SF-295	SNB-75	SW-620	SF-539	HCT-15	SNB-19	HCT-116
Cc1c2c(c(C)c3c1oc1cc(O)ccc13)C(=O)N(N)C2=O	92	70	98	79	47	75	59	62	41
COc1cc(/C=C/C(=O)c2ccc(NC(=O)CSc3nnc(-c4ccc(-c5nc6ccc(Cl)cc6[nH]5)cc4)o3)cc2)cc(OC)c1OC	96	81	96	88	87	94	54	89	91
COc1cc(/C=C/C(=O)c2ccc(-n3cc(CN4CCN(c5cc6c(cc5F)c(=O)c(C(=O)O)cn6C5CC5)CC4)nn3)cc2)cc(OC)c1OC	83	87	82	86	86	82	91	77	17
Cc1ccc(S(=O)(=O)OCCOCCOS(=O)(=O)c2ccc(C)cc2)cc1	103	90	103	106	95	96	103	92	96
O=C1NC(c2ccc(Cl)c(Cl)c2)=C/C1=C\c1cccc([N+](=O)[O-])c1	110	99	96	84	95	96	100	94	84
Cc1nc(-c2ccc(OCC(C)C)c(C#N)c2)sc1C(=O)O	93	106	97	106	110	110	103	95	95
NC(=O)c1c(Nc2ccccc2)nn2cc(-c3nc4ccccc4s3)c(N)nc12	97	100	99	89	105	95	101	93	99
CCCCNC(=O)Oc1ccc(/C(=C(/C)Cc2ccc(OC)cc2)c2ccc(OCCN3CCOCC3)cc2)cc1	104	94	96	98	95	100	89	89	94
COC(=O)CC[C@@H]1O[C@@H](c2ccc(F)cc2)[C@@H](O)[C@H]1O	100	100	104	90	101	102	105	108	89
CCOC(=O)C(N)Cc1cc(I)c(O)c(I)c1 (stereo not given)	97&104	107&107	124&115	84&102	104	102&115	97&107	96&109	95&110
O=C1OC(CN(Cc2ccccc2)Cc2ccccc2)CN1/N=C/c1ccc([N+](=O)[O-])o1 (stereo not given)	88	65	/	73	88	100	70	92	59
O=C(N/N=C/[C@@H](O)[C@H](O)[C@H](O)CO)c1ccc(NC(=O)c2cccnc2)cc1	117	102	101	90	99	103	103	99	103
CCCCC/C=C\C/C=C/CCCCCCCC1=NC(C)(CO)CO1 (stereo not given)	99	105	93	119	104	108	104	101	104
CCOC(=O)c1cc2c([nH]1)-c1oncc1CC2	103	102	107	/	109	107	103	99	106
COc1cc(C=O)ccc1OC(=O)c1cc(-c2ccccc2)n(-c2ccc(S(C)(=O)=O)cc2)n1	108	104	105	100	108	99	95	94	98

Fetched one by one from above, two records:
SMILES	HCC-2998	KM12	SF-295	SNB-75	SW-620	SF-539	HCT-15	SNB-19	HCT-116
O=C1NC(c2ccc(Cl)c(Cl)c2)=C/C1=C\c1cccc([N+](=O)[O-])c1	110	99	96	84	95	96	100	94	84
CCOC(=O)c1cc2c([nH]1)-c1oncc1CC2	103	102	107	/	109	107	103	99	106

Remaining list, next part:
SMILES	HCC-2998	KM12	SF-295	SNB-75	SW-620	SF-539	HCT-15	SNB-19	HCT-116
O=C(CCCCCCNC(=O)c1csc(Br)n1)NO	63	57	52	19	7.2*	37	61	60	3.3*
CC1(/C=N/NC(N)=S)NC(=O)NC1=O (stereo not given)	118	104	108	91	106	110	104	108	98
O=C(NNC(=O)c1ccc(Cl)cc1)c1ccc(Cl)cc1	/	116	105	89	111	96	94	93	100
C/C(=C\c1cnc(C)s1)[C@@H]1C[C@@H]2O[C@@H]2CCC[C@H](C)[C@H](O)[C@@H](C)C(=O)C(C)(C)[C@@H](O)CC(=O)O1	19	25	7.0*	-2.0*	35	7.6*	23	44	18
CCCCCCCC/C=C/CCCCCCCC1=NC(C)(C)CN1C(C)C	-92*	-77*	6.1*	26	-70*	8.3*	-45*	46	-75*
NC[C@H]1O[C@H](O[C@H]2[C@H](O)[C@@H](O[C@H]3O[C@H](CO)[C@@H](O)[C@H](N)[C@H]3O)[C@H](N)C[C@@H]2N)[C@H](N)C[C@@H]1O	117	115	119	131	115	/	104	107	102
N#C[Se]CCOC(=O)CCC(NC(=O)c1ccc(NCc2cnc3nc(N)[nH]c(=O)c3n2)cc1)C(=O)O (stereo not given)	96	104	109	89	111	94	109	94	86
O=C(O)CCCN1C(=O)C2C3CCC(C3)C2C1=O (stereo not given)	106	103	109	96	112	103	103	104	108
Cc1nn(-c2ccccc2)c2c1N=c1s/c(=C\c3ccc(C(F)(F)F)cc3)c(=O)n1C(C)N2 (stereo not given)	103	101	115	458	99	94	70	104	84
O=C(Nc1cccnc1)c1ccc2nc(-c3ccccc3)c(-c3ccccc3)nc2c1	94	68	/	80	104	105	68	95	75
CC(C)(C#N)Nc1ccccc1	119	115	78	79	112	96	99	99	101
Cc1c(C(=O)Nc2nc(-c3ccccc3)cs2)nnn1-c1cccc2ccccc12	88[50 µM]	65[50 µM]	37[50 µM]	81[50 µM]	72[50 µM]	69[50 µM]	58[50 µM]	72[50 µM]	30[50 µM]
CN(C)CCC(C(=O)c1ccccc1)c1cccnc1 (stereo not given)	111	108	121	91	112	99	109	95	102
Cn1ccc2c1-c1c(cc(S(=O)(=O)c3ccccc3)c(=O)n1C)CCC2	97	104	94	110	104	105	97	110	99
CCOC(=O)C1=C(Nc2ccc(OC)cc2)C(N)=NC1=N	81	30	55	52	25	25	22	67	35

Next part, overlapping the part above by 2 compounds.
SMILES	HCC-2998	KM12	SF-295	SNB-75	SW-620	SF-539	HCT-15	SNB-19	HCT-116
Cn1ccc2c1-c1c(cc(S(=O)(=O)c3ccccc3)c(=O)n1C)CCC2	97	104	94	110	104	105	97	110	99
CCOC(=O)C1=C(Nc2ccc(OC)cc2)C(N)=NC1=N	81	30	55	52	25	25	22	67	35
NC(=O)N1C(=O)C=CC1=O	117&107	100&112	120&114	89&89	109&106	101&104	103&111	105&100	104&112
COc1ccc(-n2c(NC(=O)N3CCN(C)CC3)c(C#N)c3ccc(F)cc32)cc1	94	101	87	105	100	85	98	92	93
Cc1ccc2c(c1)C(=O)N(CC[P+](c1ccccc1)(c1ccccc1)c1ccccc1)C2=O	98	96	89	73	96	92	102	86	86
CNC(=O)c1cc(Oc2ccc3c(c2)sc2nc(-c4ccc(Cl)c(C(F)(F)F)c4)cn23)ccn1	80	83	49	81	69	64	65	77	41
COc1ccc2[nH]cc(/C=C3\C(=O)N(c4c(Cl)cccc4Cl)c4ccccc43)c2c1	72	55	73	73	82	62	35	90	44
NS(=O)(=O)c1ccc(NCc2ccc(N=Cc3c(O)[nH]c4ccccc34)cc2)cc1	116	86	105	67	105	102	115	101	105
Cc1cc(C)nc(NS(=O)(=O)c2ccc(Nc3nc4nc(Nc5cccc(O)c5)nc(-c5ccc(O)cc5O)c4c(=O)[nH]3)cc2)n1	100	97	96	78	103	102	102	81	94
COc1ccc2c(c1)O/C(=C/c1ccc(OCC(=O)Nc3ccncc3)c(OC)c1)C2=O	99	94	107	98	101	101	104	98	98
CC(C)OC(=O)Nc1cc(Cl)ccc1Cl	101	103	98	99	105	/	103	99	93
Cc1nccn1CC(=O)c1ccccc1	110	106	122	100	103	97	97	100	109
COc1cc(-c2nnc(SCC(=O)Nc3ccc(C(=O)/C=C/c4ccc(Cl)cc4)cc3)n2-c2ccccc2)cc(OC)c1OC	99	95	95	85	98	100	96	105	88
COc1cc(/C=C2\SC(=S)N(NC(=O)CSc3nnc(Cc4ccccc4Nc4c(Cl)cccc4Cl)n3-c3ccccc3)C2=O)cc(OC)c1	99	100	98	84	100	98	99	97	93
